Assay outcomes as filed in PubChem BioAssay.
Hsp70 inhibitors = small molecules displacing fluorescent ligand from Hsp70 – biochemical, fluorescence polarization, primary screen (AID 583); Hsp70 fluorescence polarization probe displacement, mP; higher % means a stronger effect; displacement, % at 20 µM; hits with a dose series show IC50 in µM; actives 0.06% (n = 140,000); in the data active = displacement above about 50%;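 note: plate controls were vehicle for no effect and reference ligand for full effect; a part of the inactive calls stands beside numbers as strong as those of hits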
MKP-3 inhibition = MKP-3 phosphatase inhibitors, primary screen, biochemical, rat enzyme, in vitro (AID 425); recombinant MKP-3 phosphatase activity, fluorescence; higher % means a stronger effect; inhibition, % at 20 µM; hits with a dose series show IC50 in µM; actives 0.17% (n = 110,000); in the data active = inhibition above about 50%;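 note: plate controls were vehicle for no effect and reference inhibitor for full effect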
The depositor's hits bear a star; & = joins results of further samples. An excerpt. The share of hits here may be higher or lower than overall.

Results for Cc1cc([N+](=O)[O-])ccc1N=Cc1ccc([N+](=O)[O-])s1 ?
Hsp70 inhibitors: 2.4%; MKP-3 inhibition: 32%

How did Clc1ccc(/C=N/Nc2cc(N3CCOCC3)nc(N3CCOCC3)n2)c(Cl)c1 do in these assays?
Hsp70 inhibitors: 1.1%; MKP-3 inhibition: 2%

What do the screens show for `O=C(NCCCNCc1ccccc1)c1ccccn1`?
Hsp70 inhibitors: 0.4%; MKP-3 inhibition: -14%

How did COc1ccc(C(=O)NCc2ccccn2)cc1 do in these assays?
Hsp70 inhibitors: 6.9%

How did Cc1cccc(OCC(=O)Nc2ccccc2C(C)C)c1C do in these assays?
Hsp70 inhibitors: -1.8%; MKP-3 inhibition: 4%

Results for CCC(=O)Nc1sc2c(c1C(N)=O)CCN(C(C)=O)C2 ?
Hsp70 inhibitors: 1.7%; MKP-3 inhibition: -1%

What do the screens show for `CC(C)Oc1ccccc1C1CC(=O)Nc2c1cc(Br)c1ccccc21` (stereo not given)?
Hsp70 inhibitors: 2.1%; MKP-3 inhibition: 5%

Results for CCCN1Cc2cccc(C(=O)N3CCN(c4cc(Cl)ccc4C)CC3)c2C1=O ?
Hsp70 inhibitors: -0.4%; MKP-3 inhibition: 1%

Results for COCCn1nnnc1C(c1ccccc1OC)N1CCN(c2ccccc2)CC1 (stereo not given) ?
Hsp70 inhibitors: -3.2%; MKP-3 inhibition: -4%

What do the screens show for `Cc1noc(C)c1S(=O)(=O)NCC(=O)O`?
Hsp70 inhibitors: -3.1%; MKP-3 inhibition: 1%

How did O=C(COc1ccc(Cl)cc1Cl)NCc1ccncc1 do in these assays?
Hsp70 inhibitors: -1.1%&-2.0%; MKP-3 inhibition: -9%&-2%

What do the screens show for `Cc1ccc(NC2=NS(=O)(=O)c3cc([N+](=O)[O-])ccc32)cc1`?
Hsp70 inhibitors: -0.1%; MKP-3 inhibition: -1%

What do the screens show for `c1ccc(C2CCC(N3CCN(Cc4cccnc4)CC3)CC2)cc1` (stereo not given)?
Hsp70 inhibitors: 0.4%; MKP-3 inhibition: 1%

What do the screens show for `COc1ccc(C(=O)NC(NC(=O)c2ccc(OC)c(OC)c2)c2ccc(Br)cc2)cc1OC`?
Hsp70 inhibitors: 1.2%; MKP-3 inhibition: 3%

How did CCOC(=O)c1ccc2nc(NC(=O)CSCC(=O)OCC(=O)c3ccc(Br)cc3)sc2c1 do in these assays?
Hsp70 inhibitors: 0.2%; MKP-3 inhibition: -1%

Of the compounds above, two contain four or more nitrogen atoms:
How did Clc1ccc(/C=N/Nc2cc(N3CCOCC3)nc(N3CCOCC3)n2)c(Cl)c1 do in these assays?
Hsp70 inhibitors: 1.1%; MKP-3 inhibition: 2%

Results for COCCn1nnnc1C(c1ccccc1OC)N1CCN(c2ccccc2)CC1 (stereo not given) ?
Hsp70 inhibitors: -3.2%; MKP-3 inhibition: -4%

Remaining list, next part
Results for N#CCSc1nc2c(cc1C#N)CCCC2 ?
Hsp70 inhibitors: -1.8%; MKP-3 inhibition: -6%

Results for COc1ccc(CNc2ccc(C)cc2Br)cc1OC ?
Hsp70 inhibitors: 3.3%; MKP-3 inhibition: -1%

Results for O=C(O)C1C2C=CC(O2)C1C(=O)Nc1cc(Cl)cc(Cl)c1 (stereo not given) ?
Hsp70 inhibitors: -5.0%; MKP-3 inhibition: -1%

How did CN(C)c1ccc(/C=N/Nc2cc(N3CCOCC3)ncn2)cc1 do in these assays?
Hsp70 inhibitors: 2.9%; MKP-3 inhibition: 0%

What do the screens show for `O=C(CCNS(=O)(=O)c1cccs1)NCc1cccs1`?
Hsp70 inhibitors: 0.3%; MKP-3 inhibition: 0%

Results for COc1ccc2c(c1)C1(Nc3ccccc3-c3nc4ccccc4n31)C(=O)N2 (stereo not given) ?
Hsp70 inhibitors: 0.5%; MKP-3 inhibition: 1%

What do the screens show for `COc1ccc(C2/C(=C(\O)c3ccccc3)C(=O)C(=O)N2CCN(C)C)cc1` (stereo not given)?
Hsp70 inhibitors: -2.2%; MKP-3 inhibition: 2%

What do the screens show for `CCn1c(SC/C=C/c2ccccc2)nnc1-c1cnccn1`?
Hsp70 inhibitors: 2.9%; MKP-3 inhibition: -10%

How did Cc1ccc(-n2nnnc2SCC(=O)N2c3ccccc3NC(=O)C2(C)C)cc1 do in these assays?
Hsp70 inhibitors: 0.6%; MKP-3 inhibition: -1%

Results for NC(=O)c1nn2c(C(F)(F)F)cc(-c3ccccc3)nc2c1Br ?
Hsp70 inhibitors: 5.1%; MKP-3 inhibition: -2%

How did O=C(COc1ccccc1[N+](=O)[O-])NCc1ccco1 do in these assays?
Hsp70 inhibitors: -2.8%; MKP-3 inhibition: 3%

Results for COc1ccc(NC(=O)C(=O)NCc2ccc(Cl)cc2)c(OC)c1 ?
Hsp70 inhibitors: 3.3%; MKP-3 inhibition: -1%

Results for Cc1ccc(OCCCCCSC#N)cc1C ?
Hsp70 inhibitors: 2.4%; MKP-3 inhibition: 2%

What do the screens show for `COc1ccc(OC)c(NC(=O)COC(=O)c2ccc(-n3cnnn3)cc2)c1`?
Hsp70 inhibitors: -5.1%; MKP-3 inhibition: 5%

Results for COc1ccc(C2C(C(C)=O)=C(C)N=c3s/c(=C/c4ccc5c(c4)OCO5)c(=O)n32)cc1 (stereo not given) ?
MKP-3 inhibition: 1%

How did CC1=C(C(=O)OC(C)C)C(c2ccccc2F)NC(=S)N1 (stereo not given) do in these assays?
Hsp70 inhibitors: 1.2%; MKP-3 inhibition: 1%

Results for Cc1cccc(N2C(=O)CC(N3CCN(C(=O)c4ccccc4)CC3)C2=O)c1 (stereo not given) ?
Hsp70 inhibitors: 4.9%; MKP-3 inhibition: -3%

How did Cn1ccnc1Sc1nc2ccccc2nc1NS(=O)(=O)c1ccccc1 do in these assays?
Hsp70 inhibitors: 22%; MKP-3 inhibition: 1%

Results for COc1cccc(C(=O)N2CCN(C(=O)COc3ccccc3)CC2)c1 ?
Hsp70 inhibitors: 0.7%; MKP-3 inhibition: 3%

What do the screens show for `O=C1c2ccccc2C(=O)N1CCN1CCc2ccccc21`?
Hsp70 inhibitors: 5.8%&5.3%; MKP-3 inhibition: -10%&-1%

What do the screens show for `Cn1c(=O)c2c(nc(SCC(=O)Nc3ccc(N4CCOCC4)c(Cl)c3)n2C)n(C)c1=O`?
Hsp70 inhibitors: -7.3%; MKP-3 inhibition: -9%

What do the screens show for `O=S(=O)(NCc1ccco1)c1ccc(Cl)c(Cl)c1`?
Hsp70 inhibitors: -1.1%; MKP-3 inhibition: 1%

Results for O=S(Cc1ccc(Cl)cc1)CC(O)COc1ccc(Cl)cc1 (stereo not given) ?
Hsp70 inhibitors: -5.7%; MKP-3 inhibition: 6%

How did Cc1cc(/C=N\Nc2ccc([N+](=O)[O-])cn2)c(C)n1-c1ccc(O)cc1 do in these assays?
Hsp70 inhibitors: -6.7%; MKP-3 inhibition: 12%

What do the screens show for `O=C(Nc1cccc(C(=O)N2CCOCC2)c1)NC1CCCCC1`?
Hsp70 inhibitors: 2.2%; MKP-3 inhibition: -1%

How did COc1cc(C)nc(OCCNC(=O)COc2ccc(Cl)cc2C)n1 do in these assays?
Hsp70 inhibitors: 0.9%; MKP-3 inhibition: -11%

Results for CNC(=O)NCCN1CCCC1=O ?
Hsp70 inhibitors: 2.1%; MKP-3 inhibition: 1%

How did CCOc1ccc(CNc2cccc(C)c2)cc1 do in these assays?
Hsp70 inhibitors: 1.0%; MKP-3 inhibition: 3%

How did Cc1ccccc1NC(=O)CSc1nc(O)c(Cc2ccccc2)c(=O)n1-c1ccccc1 do in these assays?
Hsp70 inhibitors: 1.2%; MKP-3 inhibition: 2%

Results for COc1cc(C(=O)N2CCCN(c3nc4cc(C)ccc4cc3C#N)CC2)cc(OC)c1OC ?
Hsp70 inhibitors: -0.4%; MKP-3 inhibition: -4%

Fetched by compound from above (two):
How did Cn1ccnc1Sc1nc2ccccc2nc1NS(=O)(=O)c1ccccc1 do in these assays?
Hsp70 inhibitors: 22%; MKP-3 inhibition: 1%

What do the screens show for `O=C(Nc1cccc(C(=O)N2CCOCC2)c1)NC1CCCCC1`?
Hsp70 inhibitors: 2.2%; MKP-3 inhibition: -1%

Further records:
Results for COc1ccc(N(C(=O)c2cnccn2)C(C(=O)NC2CCCCC2)c2ccc(Cl)cc2)cc1 (stereo not given) ?
Hsp70 inhibitors: -1.1%

What do the screens show for `COc1cc([C@H]2[C@@H]3CCCC[C@]3(O)CCN2CC(=O)Nc2ccc(C)cc2)ccc1O`?
Hsp70 inhibitors: -2.2%; MKP-3 inhibition: -16%

What do the screens show for `CCOC(=O)CNC(=O)CSc1nnc(-c2cccc(C)c2)n1-c1ccc(OC)cc1`?
Hsp70 inhibitors: 2.9%; MKP-3 inhibition: -6%

How did O=Cc1cc(Br)ccc1OCc1c(F)cccc1Cl do in these assays?
Hsp70 inhibitors: 1.2%; MKP-3 inhibition: 0%

What do the screens show for `CCOc1ccc(N2COc3ccc4ccccc4c3C2)cc1`?
Hsp70 inhibitors: 2.2%; MKP-3 inhibition: 5%

Results for C=CCOc1ccc2nc(NC(=O)OC)[nH]c2c1 ?
Hsp70 inhibitors: -1.6%

How did COc1ccccc1NC(=O)C1=C(C)NC(=S)NC1c1cccc(OC)c1OC (stereo not given) do in these assays?
Hsp70 inhibitors: -2.7%; MKP-3 inhibition: 2%

How did Cc1ccc(C(=O)c2ccc(Br)cc2)cc1S(=O)(=O)NCc1ccccc1 do in these assays?
Hsp70 inhibitors: 1.5%; MKP-3 inhibition: -2%

Results for CN(C)c1ccc(/C=C/C=C2/SC(N)=NC2=O)cc1 ?
Hsp70 inhibitors: -14%; MKP-3 inhibition: 0%

How did CCOc1cc(OCC)cc(C(=O)Nc2ccc(Cl)c(Cl)c2)c1 do in these assays?
Hsp70 inhibitors: -8.0%; MKP-3 inhibition: 2%

How did CCCc1oc(C(=O)O)cc1CN1CCCC1 do in these assays?
Hsp70 inhibitors: 51%

Results for CCCNC(=O)c1cc(-c2ccco2)on1 ?
Hsp70 inhibitors: -0.5%; MKP-3 inhibition: -1%

How did COC(=O)CCC(=O)Nc1ccc(NC(=O)CCC(=O)OC)cc1 do in these assays?
Hsp70 inhibitors: 3.3%; MKP-3 inhibition: -4%

Results for N#CCSc1nnc(N)s1 ?
Hsp70 inhibitors: 7.3%; MKP-3 inhibition: 0%

Results for O=C(COc1ccc(S(=O)(=O)N2CCCC2)cc1Cl)NC1CC1 ?
Hsp70 inhibitors: 10%; MKP-3 inhibition: -7%

Molecules listed so far containing a nitro group on carbon (four):
Results for Cc1cc([N+](=O)[O-])ccc1N=Cc1ccc([N+](=O)[O-])s1 ?
Hsp70 inhibitors: 2.4%; MKP-3 inhibition: 32%

What do the screens show for `Cc1ccc(NC2=NS(=O)(=O)c3cc([N+](=O)[O-])ccc32)cc1`?
Hsp70 inhibitors: -0.1%; MKP-3 inhibition: -1%

How did O=C(COc1ccccc1[N+](=O)[O-])NCc1ccco1 do in these assays?
Hsp70 inhibitors: -2.8%; MKP-3 inhibition: 3%

How did Cc1cc(/C=N\Nc2ccc([N+](=O)[O-])cn2)c(C)n1-c1ccc(O)cc1 do in these assays?
Hsp70 inhibitors: -6.7%; MKP-3 inhibition: 12%

Gathered by group, those above containing fluorine (3)
Results for NC(=O)c1nn2c(C(F)(F)F)cc(-c3ccccc3)nc2c1Br ?
Hsp70 inhibitors: 5.1%; MKP-3 inhibition: -2%

How did CC1=C(C(=O)OC(C)C)C(c2ccccc2F)NC(=S)N1 (stereo not given) do in these assays?
Hsp70 inhibitors: 1.2%; MKP-3 inhibition: 1%

How did O=Cc1cc(Br)ccc1OCc1c(F)cccc1Cl do in these assays?
Hsp70 inhibitors: 1.2%; MKP-3 inhibition: 0%

(further entries)
What do the screens show for `O=C(Nc1ccccc1C(=O)N1CCCCC1)c1ccccc1Cl`?
Hsp70 inhibitors: -2.2%; MKP-3 inhibition: -2%

Results for Cc1cc(=O)n2nc(N3CCC(C(=O)NC4CCCc5ccccc54)CC3)sc2n1 (stereo not given) ?
Hsp70 inhibitors: 0.0%; MKP-3 inhibition: -9%

Results for CCc1ccc(-n2c(O)cnc2Nc2nc(C)cc(C)n2)cc1 ?
Hsp70 inhibitors: 8.0%; MKP-3 inhibition: 0%

Results for C/C(=N/NC(=O)c1ccccc1)c1ccc(F)cc1 ?
Hsp70 inhibitors: 2.9%; MKP-3 inhibition: 0%

Results for CCOC(=O)N1CCN(C(=O)Cc2ccsc2)CC1 ?
Hsp70 inhibitors: -2.5%; MKP-3 inhibition: -1%

What do the screens show for `O=C1C2C(C(=O)N1/N=C/c1ccc(Br)cc1)C1C=CC2C12CC2` (stereo not given)?
Hsp70 inhibitors: 1.7%; MKP-3 inhibition: -1%

How did O=C(NC(Nc1ccc([N+](=O)[O-])cc1)C(Cl)(Cl)Cl)c1cccc(I)c1 (stereo not given) do in these assays?
Hsp70 inhibitors: -8.8%; MKP-3 inhibition: 1%

How did COc1ccc(C2CC(c3ccccc3)=CC(O)(C(C)(C)C)C2C(=O)C(C)(C)C)cc1 (stereo not given) do in these assays?
Hsp70 inhibitors: -2.5%; MKP-3 inhibition: -1%

Results for Cc1ccc(CCNC(=O)C2CCN(S(=O)(=O)c3cccc4nsnc34)CC2)cc1 ?
Hsp70 inhibitors: 1.4%; MKP-3 inhibition: -8%

Results for CS(=O)c1nc(-c2ccc(Br)cc2)cc(-c2ccccc2)c1C#N (stereo not given) ?
Hsp70 inhibitors: 6.9%; MKP-3 inhibition: -2%

What do the screens show for `COc1ccc(-c2nc3c(n2O)CCCC3=O)cc1OC`?
Hsp70 inhibitors: -1.5%; MKP-3 inhibition: -6%

Results for CC(C)CN(CC(C)C)C(=O)Cc1coc2ccc3ccccc3c12 ?
Hsp70 inhibitors: -1.3%
